Screens deposited in PubChem by Fisher Drug Discovery Resource Center.
hcGAS inh = human cGAS inhibition; inhibition, % at 12.5 µM; AID 1259398; Q8N884; 0.081% of 290,000 active; recombinant h-cGAS, ATP depletion, Kinase-Glo luminescence;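 further: 0% = vehicle reaction and 100% = reaction without DNA for no activity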
Target sequence (Q8N884 whole entry, looked up): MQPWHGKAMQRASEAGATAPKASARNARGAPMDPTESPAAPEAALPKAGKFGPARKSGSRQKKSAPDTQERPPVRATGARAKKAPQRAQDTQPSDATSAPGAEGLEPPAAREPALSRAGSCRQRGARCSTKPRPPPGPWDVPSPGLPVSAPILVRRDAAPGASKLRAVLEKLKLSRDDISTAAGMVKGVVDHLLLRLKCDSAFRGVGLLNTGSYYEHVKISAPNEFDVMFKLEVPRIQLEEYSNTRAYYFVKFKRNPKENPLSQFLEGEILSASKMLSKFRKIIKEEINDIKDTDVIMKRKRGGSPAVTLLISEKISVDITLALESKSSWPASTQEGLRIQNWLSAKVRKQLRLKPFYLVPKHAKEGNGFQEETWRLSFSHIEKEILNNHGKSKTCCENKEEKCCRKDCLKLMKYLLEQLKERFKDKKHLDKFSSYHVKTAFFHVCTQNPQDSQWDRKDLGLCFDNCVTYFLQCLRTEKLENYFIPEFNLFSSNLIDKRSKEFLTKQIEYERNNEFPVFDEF
mcGAS lum = mouse cGAS inhibition by luminescence | AID 1259399 | inhibition, % at 12.5 µM | Q8C6L5 | 0.15% of 160,000 active | recombinant cGAS, Kinase-Glo ATP depletion luminescence;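 further: 0% = negative control wells and 100% = reference inhibitor with no enzyme activity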
NPYLR7 ag = activates Aedes aegypti NPYLR7 receptor; HEK293T NPYLR7/Galpha15, GCaMP6s calcium fluorescence; activation, % at 10 µM; 0.15% of 270,000 active; AID 1259423; in the data active means activation above about 40%;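 further: 0% = vehicle and 100% = reference agonist at the receptor; some compounds past the cut are filed as inactive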
* marks the source's active call; other numbers are inactive results; nt = not tested or not shown; & = joins results of further samples. Unless noted, no stated cut-off is given here; in the data, active means inhibition above about 40%; inactive means the rest. No enrichment for hits (roughly 0.29% active in at least one column).

Structure	hcGAS inh	mcGAS lum	NPYLR7 ag
O=c1[nH]nc(SCc2cc(-c3cccs3)on2)n1C1CC1	-8	-7	13
O=C(CCn1cccn1)N1CCCC(CNS(=O)(=O)c2cccs2)C1 (stereo not drawn)	-9	nt	24
Cc1ccn(-c2ccccc2CC(=O)O)n1	0	0	-4
COc1ccc(N=C(N2CCCCC2)P(=O)(N2CCCCC2)N(C(C)C)C(C)C)cc1 (stereo not drawn)	-7	nt	-7
O=C(Nc1cccc(Cl)c1)N1CCCC(OCc2cccc(F)c2F)C1 (stereo not drawn)	-2	-3	-5
Cc1ccc(C(=O)N2CCC(n3cnc4cc(C(F)(F)F)ccc43)CC2)s1	2	-3	19
CC(NC(=O)c1cccc(S(=O)(=O)N2CCCCC2)c1)c1ccncc1 (stereo not drawn)	-7	-15	10
CC1C(=O)N(c2ccc(Cl)cc2)CCN1C(=O)c1ccc([N+](=O)[O-])cc1 (stereo not drawn)	-4	-6	-3
COc1ccccc1-c1ccc(N2CCN(C(=O)CC(C)C)CC2)nn1	-7	-6	nt
COC(=O)c1sc(NC(C)c2ccc(S(C)(=O)=O)cc2)nc1Cl (stereo not drawn)	15	nt	-1
Fc1ccc(C2Oc3ccccc3C3CC(c4ccc5c(c4)OCCO5)=NN32)cc1 (stereo not drawn)	-7	nt	2
CCN(C(=O)c1cccn(Cc2ccccc2)c1=O)c1cccc(C)c1	-5	nt	10
CCC(Sc1nc(C)cc(C)n1)C(=O)NC1=NN=C(c2ccc(C)cc2)CS1 (stereo not drawn)	-4	-5	1
O=C(CSc1nnnn1C1CCCC1)N(Cc1cccs1)C1CCS(=O)(=O)C1 (stereo not drawn)	-5	-4	1
COc1cc(COC2CCCN(C(=O)C3CC3)C2)cc(OC)c1 (stereo not drawn)	0	-3	-1
Cc1csc(C(C#N)C(=O)CSc2nnc(Cc3csc(C)n3)o2)n1 (stereo not drawn)	1	nt	2
CCC(C)N(CC(=O)N(CCc1ccc(OC)c(OC)c1)Cc1ccco1)C(=O)Nc1ccc(OC)cc1OC (stereo not drawn)	-9	-6	nt
COC(=O)c1sccc1NS(=O)(=O)c1cc(F)cc(F)c1	-5	-4	2
COC(=O)c1ccc2c(=O)[nH]c3c(C(=O)OC(C)C)c4nc5ccccc5nc4n3c2c1	4	nt	-4
CN1OC(C)(CC(=O)NCc2cccc(O)c2)N=C1c1ccccc1 (stereo not drawn)	-4	nt	10
COc1ccc(C[C@H](NC(=O)C2=C[C@@H](NC(=O)COCC(=O)O)[C@@H](O)[C@H](O)C2)C(N)=O)cc1	-2	-7	-6
O=C1Nc2ccccc2C12OCC1(CO2)COC2(OC1)C(=O)Nc1ccccc12 (stereo not drawn)	-3	nt	0
CCCCC1(O)CC(C)N(C)CC1C (stereo not drawn)	3	0	1
Cc1cc(C)c(NC(=O)CN(C)C(=O)C2CC(=O)N(C(C)c3ccccc3)C2)c(C)c1 (stereo not drawn)	-8	-9	8
COc1ccc(-n2cnn(CN3CCN(c4cccc(Cl)c4)CC3)c2=S)cc1	4	-2	2
CCOCCOc1nc(-c2cccc(F)c2)n(-c2ccc(NC(=O)/C=C/c3ccccc3)cc2)n1	-3	-9	26
Cc1nnc(NC(=O)c2cn(Cc3ccccc3)nc2OCc2ccccc2)s1	-9	-8	17
Cn1c(C2CCS(=O)(=O)C2)n[nH]c1=S (stereo not drawn)	-6	nt	0
O=C(/C=C/c1csc(-c2ncccn2)n1)C1CCCCC1	6	nt	5
O=C(c1cc(COc2cccc(F)c2)[nH]n1)N1CCC(N2CCSCC2)CC1	-6	nt	23
CC(C)N1CCC(NC(=O)COC(=O)c2cccc(O)c2)CC1	-10	nt	9
CCCSc1ncccc1C(=O)NCc1ccc2c(c1)OCO2	-5	-2	8
CN(Cc1ccccc1)c1ccc2c(-c3cccnc3)noc2n1	-8	-7	2
O=C(Nc1nc(-c2ccc(I)cc2)cs1)c1cc([N+](=O)[O-])ccc1Cl	-8	-6	-2
COc1ccc(C2CCCCCN2C(=O)c2ccc(C(N)=O)cc2)cc1 (stereo not drawn)	-5	nt	0
O=C(c1cc[n+]([O-])cc1)N1CCC2(CCCN(Cc3cccc(F)c3F)C2)C1 (stereo not drawn)	-6	nt	5
C=CCNC(=O)C(NC(=O)c1cccc(OC)c1)C1CCN(C(=O)C2CCCC2)CC1 (stereo not drawn)	-5	-5	7
COCCOc1nc(-c2cccc(C(F)(F)F)c2)n(-c2ccc(NC(=O)COc3ccc(Cl)cc3)cc2)n1	1	-1	nt
Cc1nnc(SC(C)C(=O)Nc2ccc(Cl)cc2Cl)[nH]c1=O (stereo not drawn)	0	nt	0
NC(=O)c1nc(-c2cc(Br)ccc2O)nc2c1[nH]c(=O)n2-c1cccc(Cl)c1	3	nt	0

The list goes on, starting with the last two of the part before.
Structure	hcGAS inh	mcGAS lum	NPYLR7 ag
Cc1nnc(SC(C)C(=O)Nc2ccc(Cl)cc2Cl)[nH]c1=O (stereo not drawn)	0	nt	0
NC(=O)c1nc(-c2cc(Br)ccc2O)nc2c1[nH]c(=O)n2-c1cccc(Cl)c1	3	nt	0
CC(C)C(=O)Nc1cc(C2CC2)nn1C1CCS(=O)(=O)C1 (stereo not drawn)	3	nt	-4
O=C1C(C(c2ccco2)N2CCN(Cc3ccccc3)CC2)Sc2nc(-c3ccco3)nn21 (stereo not drawn)	-6	-8	-2
COC(=O)C1=C(O)/C(=C\c2ccc(OC)cc2OC)SC1=Nc1cccc([N+](=O)[O-])c1	0	0	-4
O=C(Nc1cccc2ccccc12)c1cc2ccc(O)cc2oc1=O	-10	-6	-4
COc1cn(CC(=O)Nc2ccc(C(C)=O)cc2)c(CSc2nccc(C)n2)cc1=O	-6	-8	-3
O=C(C1=Cc2ccccc2OC1)N1CCN(S(=O)(=O)c2cc(C(F)(F)F)ccc2Cl)CC1	-4	nt	-4
CCCCN(C)c1nc(SC)ncc1CNC(C)CCc1ccccc1 (stereo not drawn)	-2	-3	26
Cc1ccc(-n2ncc3c(C)nnc(SCc4ccccn4)c32)cc1C	-6	-12	-7
Cn1cnnc1CC1CCN(C(=O)Nc2cccc3ccccc23)CC1	2	nt	-13
N#Cc1c(-c2ccc(Cl)cc2)cc(C2CC2)nc1N	1	nt	10
Cc1cc(=O)[nH]c(SCc2cn3ccsc3n2)n1	-11&-7	-9	2&14
Cc1ccc(N2C(=O)/C(=C/c3ccc(Br)cc3)C=C2c2ccccc2)c(Br)c1	-5	-7	-3
COc1ccccc1NC(=O)c1ccc(-n2nc(-c3ccc(Cl)c(Cl)c3)cc2N)cc1	-4	-5	2
Cc1nc2ccc(Cl)cn2c(=O)c1NC(=O)CC1CCCCC1	-13	nt	5
Cc1cc(N)c(-n2c(C)c3c(C)nnc(C)c3c2C)cc1C	-1	nt	-7
Cc1ccc(C=C(C#N)C(=O)NC2CC2)s1	-5	nt	4
COc1ccccc1NC(=O)c1ccc(NC(C)C)nc1	-4	-6	2
CC1CCc2c(sc(NC(=O)C3CCCO3)c2C#N)C1 (stereo not drawn)	-7	-7	3
Cc1ccc2c(c1)c(N=Nc1cccc3cccnc13)c(O)n2C	0	1	-2
CCCCCN(CC(=O)Nc1cc(-c2ccccc2)nn1-c1ccc(F)cc1)C(=O)Nc1ccc(Cl)cc1	2	2	-3

Random excerpt: 2 entries already listed
Structure	hcGAS inh	mcGAS lum	NPYLR7 ag
Cc1cc(=O)[nH]c(SCc2cn3ccsc3n2)n1	-11&-7	-9	2&14
Cc1ccc(-n2ncc3c(C)nnc(SCc4ccccn4)c32)cc1C	-6	-12	-7

One compound at a time, from the list above. Order of screens: hcGAS inh, mcGAS lum, NPYLR7 ag
Shown for Cc1nc2ccc(Cl)cn2c(=O)c1NC(=O)CC1CCCCC1 : -13, nt, 5
Shown for COc1ccccc1NC(=O)c1ccc(NC(C)C)nc1 : -4, -6, 2

Continued:
Structure	hcGAS inh	mcGAS lum	NPYLR7 ag
CCCNC(=O)NC(=O)COC(=O)c1ccc2ccccc2n1	5	5	-12
CC(C)C(=O)N1CCC(NC(=O)c2cc(C3CC3)on2)CC1	-4	-8	-5
CNC(=S)N1CCn2cccc2C1c1ccncc1 (stereo not drawn)	-5	nt	0
Cc1ccc(N2CC(C)Cn3c2nc2c3c(=O)[nH]c(=O)n2C)cc1C (stereo not drawn)	-4	-7	nt
O=C(CSCc1coc(-c2ccccc2)n1)Nc1ccc(Cl)cn1	-9	nt	7
O=C1CC(c2ccccc2)CC(O)=C1C=NCCO (stereo not drawn)	3	nt	-2
Cc1ccc(Nc2nc(NCCCO)nc3c2cnn3-c2ccccc2)cc1	-3	-1	4
CC(C)c1c(C(=O)NCC2CCCO2)c(C2CC2)nn1-c1ccc(F)cc1 (stereo not drawn)	2	-1	5
CC(=O)N(C)c1nnc(C23CC4CC(CC(C4)C2)C3)s1	-2	-6	0
O=C(NC1(c2cc(F)ccc2F)CC1)C1CC2(CCNCC2)CN1 (stereo not drawn)	-5	nt	8
N#CCSc1cn(CC(=O)N2CCCC2)c2ccccc12	-6	-7	-4
CNC1CCC2(CC1)OCC(C)(C)CO2	-3	nt	8
CCOc1ccc(S(=O)(=O)Oc2cccc(C=NN=C3NC(=O)C(C(C)C)S3)c2)cc1 (stereo not drawn)	-7	-8	1
O=C(Cc1cccc2ccccc12)NNC(=O)c1ccco1	-18	-3	6
COc1cc(/C=C/C(=O)Oc2coc(CSc3nc(C)cc(C)n3)cc2=O)cc(OC)c1OC	-6	-9	-11
COc1ccc(CN2C[C@@H]3CC[C@H](C2)N(CC2CC2)C3)cc1C	9	2	nt
COC(=O)c1c(C)c(C(=O)C(C)N(Cc2ccc(F)cc2)S(=O)(=O)c2c(C)cc(C)cc2C)c(C)n1C (stereo not drawn)	1	-2	-7
COc1ccc(C(C)(O)c2nc(-c3cccc(C(=O)O)c3)cs2)cc1 (stereo not drawn)	-12	nt	4
CC(O)CN(Cc1c(-c2ccccc2)nn(C)c1Oc1ccccc1Cl)C(C)C (stereo not drawn)	0	nt	-1
Cc1cccc(CN2N=NC3C(=O)N(c4ccccc4)C(=O)C32)c1 (stereo not drawn)	-5	-3	0
COc1ccccc1CCNC(=O)CN1CN(c2ccccc2)C2(CCN(C(=O)Nc3ccccc3OC)CC2)C1=O	-5	-5	38
CN(Cc1cc(-c2ccccc2)on1)C(=O)CCc1cn2ccccc2n1	-7	-17	9
O=C(NC(c1ccc(F)cc1)c1ccc(SCc2ccccc2)cc1)c1ccccc1-n1cccc1 (stereo not drawn)	-2	-3	0
Cc1cccc(C(=O)N2CCC(C3=CCN(CC(N)=O)CC3)CC2)c1	-8	nt	20
CN(Cc1ccsc1)C(=O)NC1CCSc2ccc(F)cc21 (stereo not drawn)	-4	-4	-2
O=C(c1ccccc1-c1ncc[nH]1)N1CCCC(C(=O)N2CCCC2)C1 (stereo not drawn)	1	nt	-3
O=C(NC1CC2CCC(C1)N2CCc1ccccc1)c1cc(C(F)(F)F)cc(C(F)(F)F)c1 (stereo not drawn)	-1	0	0
CCCCNC(=O)c1cc2sc3ccccc3c2s1	-7	-7	-7
CC(=O)Nc1ccc(CN(C)c2c(C)nc3ccc(C(=O)N4CCN(c5ccccc5)CC4)cn23)cc1	-1	-1	5
CCc1ccc(S(=O)(=O)Nc2ccc3c(c2)N(C(C)=O)CCC3)s1	-3	-7	5
COc1ccc(Cl)cc1CC1CCCNC1 (stereo not drawn)	-8&-7	-10	7&-6
COc1cccc(COC2CN(CC(C)C)C(=O)CN(C(=O)C3CC(=O)Nc4ccccc43)C2)c1 (stereo not drawn)	-1	-16	13
COc1ccccc1-c1n[nH]c(=O)n1CCc1ccccc1F	-2	nt	14
Cc1cccc(C(=O)NC(C(=O)NCc2ccco2)C2CCN(C(=O)c3cccc(F)c3)CC2)c1 (stereo not drawn)	-2	0	-5
O=C1CCC(C(=O)Nc2ccc(Oc3ccccc3)cc2)N1 (stereo not drawn)	-3	nt	1
O=C1CCCCN1CCC(=O)N(Cc1ccsc1)CC1CCCO1 (stereo not drawn)	-1	-15	5
CCSc1nc(NC(C)C)c2cnn(CCNC(=O)c3cc4ccccc4o3)c2n1	14	-1	2
Cc1nnc(N2C(=N)S/C(=C\c3c(-c4ccccc4)n(C)c4ccccc34)C2=O)s1	-5	12	6
Cc1nc2cc(OCc3cc(C(=O)NC4CCc5ccccc54)no3)ccc2s1 (stereo not drawn)	-8	-11	nt
O=C(NCCOc1ccc(-c2ccc(F)cc2)nn1)C(F)(F)F	-9	-8	-3

Quoted from the listing:
O=C1CCC(C(=O)Nc2ccc(Oc3ccccc3)cc2)N1 (stereo not drawn) in hcGAS inh has -3
COc1ccccc1-c1n[nH]c(=O)n1CCc1ccccc1F in NPYLR7 ag has 14

More records:
Structure	hcGAS inh	mcGAS lum	NPYLR7 ag
CCOC(=O)CSc1nnc(Cn2c(=O)sc3ccccc32)n1CCc1ccccc1	-3	nt	8
COC(=O)NC1CCN(c2ccccc2C(=O)NCCc2ccccc2)CC1	-8	-6	13
S=c1[nH]cnc2sc3c(c12)CCCC3	3	nt	-6
Cc1nc(CCNC(=O)c2cn(-c3ccccc3)nn2)nc2c1CCC2	-6	-12	3
CNC(=O)Cn1nc(C(=O)N2CCCC(O)(CN(C)C)C2)cc1C (stereo not drawn)	-9	-12	-1
